# Source: PubChem BioAssay (Broad Institute)
# IDH1 R132H inh – blocks human IDH1 R132H reductase activity. 70,000 tested, 0.18% active. diaphorase/resazurin fluorescence, 60 min. O75874. inhibition, % at 10 µM; in the data active means inhibition above about 34%;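 further: 0% = DMSO and 100% = no enzyme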
# EZH2 inh – blocks human EZH2/PRC2 H3K27 methylation | Q15910 | DELFIA TRF, 1 h | inhibition, % at 12.5 µM | 57,000 tested, 0.35% active;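 active means mean inhibition of replicates at least 50% and every single replicate also reaching 50%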;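 further: dimethyl H3K27 on biotinylated H3 21-44 peptide detected by antibody; plate controls were median neutral control wells for no effect and median positive control wells for full effect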
# Target sequence (Q15910 whole entry, looked up): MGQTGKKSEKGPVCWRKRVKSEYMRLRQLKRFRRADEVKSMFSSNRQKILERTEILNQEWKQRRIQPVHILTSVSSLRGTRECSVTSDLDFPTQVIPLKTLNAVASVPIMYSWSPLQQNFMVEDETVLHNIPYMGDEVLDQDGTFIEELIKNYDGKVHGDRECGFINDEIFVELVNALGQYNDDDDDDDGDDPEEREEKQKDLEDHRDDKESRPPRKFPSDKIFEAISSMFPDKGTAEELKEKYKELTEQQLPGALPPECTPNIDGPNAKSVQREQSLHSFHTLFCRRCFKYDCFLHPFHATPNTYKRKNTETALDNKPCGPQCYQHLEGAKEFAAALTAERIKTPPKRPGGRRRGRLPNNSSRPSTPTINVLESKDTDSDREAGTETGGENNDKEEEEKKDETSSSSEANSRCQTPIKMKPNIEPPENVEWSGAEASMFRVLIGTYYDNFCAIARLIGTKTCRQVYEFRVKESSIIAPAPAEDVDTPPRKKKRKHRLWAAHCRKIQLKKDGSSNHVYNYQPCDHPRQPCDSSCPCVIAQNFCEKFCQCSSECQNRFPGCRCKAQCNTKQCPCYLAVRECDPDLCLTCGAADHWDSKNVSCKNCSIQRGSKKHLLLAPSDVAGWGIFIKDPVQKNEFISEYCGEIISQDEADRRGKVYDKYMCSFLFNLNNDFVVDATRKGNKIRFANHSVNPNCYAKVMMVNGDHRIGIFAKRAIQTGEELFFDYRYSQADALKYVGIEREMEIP
# Active calls of the source: *; . = no result given; & = joins results of further samples. Only part of the results is shown, so the mix of outcomes need not match the whole.
SMILES,IDH1 R132H inh,EZH2 inh
C[C@H](CO)N1C[C@H](C)[C@H](CN(C)Cc2ccc(Cl)c(Cl)c2)Oc2c(NS(=O)(=O)c3cccs3)cccc2C1=O,1.5,-1
C[C@@H]1CN([C@@H](C)CO)C(=O)c2cc(NC(=O)c3ccccc3)ccc2O[C@@H](C)CCCCO[C@H]1CN(C)C(=O)c1ccccc1,-6.0,-10
C[C@H]1CN([C@@H](C)CO)C(=O)c2cc(NC(=O)Cc3cn(C)c4ccccc34)ccc2O[C@H]1CN(C)S(C)(=O)=O,-44,-2
CO[C@H](CN(C)Cc1ccc2c(c1)OCO2)[C@@H](C)CN(C(=O)Nc1ccc(F)cc1)[C@@H](C)CO,-0.1,0
COCC(=O)Nc1ccc2c(c1)[C@H]1C[C@H](CC(=O)NCc3ccc(-c4ccccc4)cc3)O[C@@H](CO)[C@H]1O2,-0.8,-1
COc1ccc(-c2ccc3c(c2)O[C@@H](CN(C)Cc2ccccc2C(=O)O)[C@@H](C)CN([C@H](C)CO)S3(=O)=O)cc1,-11,1
C[C@@H]1CN([C@H](C)CO)C(=O)c2cc(C#CC3CCCCC3)cnc2O[C@@H]1CN(C)S(=O)(=O)c1ccccc1,0.1,.
CCC(=O)Nc1ccc2c(c1)C(=O)N(C)C[C@H](OC)[C@@H](C)CN(C(=O)CN(C)C)[C@H](C)CO2,-0.1,-4
CC(NC(=O)c1ccccc1)c1nc2ccccc2n1Cc1ccc(Cl)cc1Cl (stereo not given),0.0,0
COc1ccccc1S(=O)(=O)N[C@@H]1CC[C@H](CC(=O)NCc2cccc(F)c2)O[C@@H]1CO,0.1,3
C[C@H](O)C#Cc1cnc2c(c1)C(=O)N([C@@H](C)CO)C[C@@H](C)[C@H](CN(C)Cc1cncnc1)O2,-0.8,-3
O=C(N[C@H]1CC[C@H](CC(=O)N2CCOCC2)O[C@H]1CO)c1ccc2c(c1)OCO2,0.6,4
COC(=O)CSc1nc(C)c2ccc(OC)cc2n1,0.1,-18
COc1ccc(NC(=O)N(C)C[C@H]2OCCCC[C@H](C)Oc3ccc(N(C)C)cc3C(=O)N([C@H](C)CO)C[C@@H]2C)cc1,.,-1
COc1ccccc1CNC(=O)C[C@H]1C[C@H]2c3cc(NC(=O)Nc4ccccc4F)ccc3O[C@H]2[C@H](CO)O1,0.0,0
C[C@H]1CN([C@@H](C)CO)C(=O)c2cc(-c3ccncc3)cnc2O[C@H]1CN(C)C(=O)NC1CCCC1,1.6,7
CCOC(=O)c1cnc(SCC(=O)Nc2ccc(F)c(F)c2F)nc1N,0.0,4
COCC(=O)Nc1ccc2c(c1)OC[C@@H](C)N(C(=O)COC)C[C@H](C)[C@H](OC)CN(C)C2=O,0.1,2
C[C@@H]1CN([C@H](C)CO)C(=O)c2cc(NC(=O)c3ccncc3)ccc2O[C@H]1CN(C)Cc1ccc(Cl)c(Cl)c1,.,-4
C#CCNC(=O)C1=C[C@H](C(C)(C)C)C[C@H](OCCCCO)O1,.,4
COCC#Cc1cnc2c(c1)C(=O)N([C@H](C)CO)C[C@H](C)[C@H](CN(C)C(=O)Cc1cccnc1)O2,-2.2,3
C[C@@H]1CN([C@H](C)CO)C(=O)c2cc(-c3cccnc3)cnc2O[C@H]1CN(C)C(=O)Nc1ccc2c(c1)OCO2,-7.8,-2
CNC[C@H]1OCCCC[C@H](C)Oc2ccc(N(C)C)cc2C(=O)N([C@H](C)CO)C[C@H]1C,0.2,0
C[C@H](CO)N1C[C@H](C)[C@@H](CN(C)S(=O)(=O)c2ccccc2F)OCc2cn(nn2)CCCC1=O,.,-1
O=C(C[C@@H]1CC[C@@H](NC(=O)Nc2ccc3c(c2)OCO3)[C@H](CO)O1)NCCCN1CCOCC1,0.2,5
O=C(CSc1nnc(-c2ccccc2[N+](=O)[O-])o1)c1cccs1,-0.8,-8
Cc1noc(C)c1NC(=O)Nc1ccc2c(c1)C(=O)N([C@@H](C)CO)C[C@@H](C)[C@@H](CN(C)C(=O)Nc1cccc3ccccc13)OCCCC[C@@H](C)O2,0.4,.
c1ccc(-c2nnc(SCc3nc4ccccc4[nH]3)n2C2CCCCC2)cc1,-0.2,.
NCCCCCCNS(=O)(=O)c1cccc2c(Cl)cccc12,-1.9&-2.3,-11
CC(C)NC(=O)Nc1ccc2c(c1)C(=O)N([C@H](C)CO)C[C@H](C)[C@H](CN(C)S(=O)(=O)c1cn(C)cn1)OCCCC[C@H](C)O2,-2.1,.
COc1ccc(C)cc1S(=O)(=O)N(CC(=O)O)c1ccc(C)cc1,0.2,6
C[C@@H]1CN([C@H](C)CO)C(=O)c2cccc(NC(=O)C3CCCCC3)c2O[C@@H]1CN(C)Cc1ccc(C(F)(F)F)cc1,-0.8,.
CC(C)CC#Cc1cnc2c(c1)C(=O)N([C@@H](C)CO)C[C@H](C)[C@H](CN(C)C(=O)c1cccc(F)c1)O2,-1.6,-2
CCC(Sc1nc(C)cc(C)n1)C(=O)Nc1ccc(-c2nc3ccc(C)cc3s2)cc1 (stereo not given),0.2,1
COC(=O)CCCCCCC(=O)N/N=C/c1c(OC)cc(O)cc1OC,.,-3
CC(C)C#Cc1cnc2c(c1)C(=O)N([C@@H](C)CO)C[C@H](C)[C@H](CN(C)Cc1cccc(F)c1)O2,0.5,.
C[C@@H]1CN([C@@H](C)CO)S(=O)(=O)c2ccc(-c3cncnc3)cc2O[C@@H]1CN(C)Cc1ccc(Oc2ccccc2)cc1,0.0,0
COc1ccccc1-c1cnc2c(c1)C(=O)N([C@@H](C)CO)C[C@@H](C)[C@H](CN(C)Cc1ccc(C(=O)O)cc1)O2,-4.3,5
C[C@H]1CN([C@@H](C)CO)C(=O)Cc2cc(N(C)C)ccc2O[C@@H]1CN(C)Cc1ccccc1,-0.6,3
C[C@@H]1CN([C@H](C)CO)S(=O)(=O)c2ccc(C#CCN(C)C)cc2O[C@@H]1CN(C)Cc1cccnc1,0.8,.

# 11 of these compounds, reformatted:
molecule	IDH1 R132H inh	EZH2 inh
CC(C)NC(=O)Nc1ccc2c(c1)C(=O)N([C@H](C)CO)C[C@H](C)[C@H](CN(C)S(=O)(=O)c1cn(C)cn1)OCCCC[C@H](C)O2	-2.1	.
COc1ccc(C)cc1S(=O)(=O)N(CC(=O)O)c1ccc(C)cc1	0.2	6
C[C@@H]1CN([C@H](C)CO)C(=O)c2cccc(NC(=O)C3CCCCC3)c2O[C@@H]1CN(C)Cc1ccc(C(F)(F)F)cc1	-0.8	.
CC(C)CC#Cc1cnc2c(c1)C(=O)N([C@@H](C)CO)C[C@H](C)[C@H](CN(C)C(=O)c1cccc(F)c1)O2	-1.6	-2
CCC(Sc1nc(C)cc(C)n1)C(=O)Nc1ccc(-c2nc3ccc(C)cc3s2)cc1 (stereo not given)	0.2	1
COC(=O)CCCCCCC(=O)N/N=C/c1c(OC)cc(O)cc1OC	.	-3
CC(C)C#Cc1cnc2c(c1)C(=O)N([C@@H](C)CO)C[C@H](C)[C@H](CN(C)Cc1cccc(F)c1)O2	0.5	.
C[C@@H]1CN([C@@H](C)CO)S(=O)(=O)c2ccc(-c3cncnc3)cc2O[C@@H]1CN(C)Cc1ccc(Oc2ccccc2)cc1	0.0	0
COc1ccccc1-c1cnc2c(c1)C(=O)N([C@@H](C)CO)C[C@@H](C)[C@H](CN(C)Cc1ccc(C(=O)O)cc1)O2	-4.3	5
C[C@H]1CN([C@@H](C)CO)C(=O)Cc2cc(N(C)C)ccc2O[C@@H]1CN(C)Cc1ccccc1	-0.6	3
C[C@@H]1CN([C@H](C)CO)S(=O)(=O)c2ccc(C#CCN(C)C)cc2O[C@@H]1CN(C)Cc1cccnc1	0.8	.

# Other results
SMILES,IDH1 R132H inh,EZH2 inh
COCC(=O)Nc1ccc2c(c1)OC[C@@H](C)N(Cc1ccccc1F)C[C@@H](C)[C@@H](OC)CN(C)C2=O,-0.3,-13
CN(C)C(=O)C[C@@H]1C[C@@H]2c3cc(NC(=O)C4CCOCC4)ccc3O[C@@H]2[C@@H](CO)O1,1.1,2
C[C@@H]1CN([C@@H](C)CO)C(=O)c2cc(NC(=O)CCCCCC(=O)Nc3ccccc3N)ccc2O[C@H]1CN(C)S(=O)(=O)c1ccc(F)cc1,.,-51
C[C@@H]1CCCCO[C@H](CN(C)Cc2ccc(C(F)(F)F)cc2)[C@@H](C)CN([C@@H](C)CO)C(=O)c2cc(NS(=O)(=O)c3cccs3)ccc2O1,1.5,.
COc1ccc(NC(=O)N(C)C[C@H]2Oc3ccc(NC(=O)Nc4ccccc4)cc3CC(=O)N([C@@H](C)CO)C[C@H]2C)cc1,2.7,.
O=C(CNS(=O)(=O)c1ccc(Br)cc1)Nc1cccc2ccccc12,0.2,11
CNC[C@@H]1Oc2ccc(NC(=O)Nc3c(C)noc3C)cc2CC(=O)N([C@@H](C)CO)C[C@H]1C,1.8,5
CC(C)C#Cc1cnc2c(c1)C(=O)N([C@@H](C)CO)C[C@H](C)[C@H](CN(C)C(=O)CCN1CCCCC1)O2,-0.3,-22
C[C@H]1CN([C@@H](C)CO)S(=O)(=O)c2ccc(Br)cc2O[C@@H]1CN(C)Cc1cncnc1,-1.3,-6
COC(=O)c1ccc(NC(=O)CN(c2ccc(F)c(Cl)c2)S(C)(=O)=O)cc1,0.5,-7
COC(=O)c1ccccc1NC(=O)c1ccc(NC(=O)C(C)Oc2ccccc2)cc1 (stereo not given),-0.5,4
COc1ccccc1S(=O)(=O)N(C)C[C@@H]1Oc2cc(/C=C/c3ccccc3)ccc2S(=O)(=O)N([C@@H](C)CO)C[C@H]1C,-4.5,-5
COc1cc(/C=N/NC(=O)c2ccccn2)cc(OC)c1OC,.,-13
O=C(C[C@@H]1C[C@H]2c3cc(NC(=O)Nc4ccccc4F)ccc3O[C@H]2[C@@H](CO)O1)NCc1ccncc1,-0.1,3
CC(C)NC(=O)Nc1ccc2c(c1)C(=O)N([C@@H](C)CO)C[C@H](C)[C@@H](CN(C)Cc1ccncc1)OCCCC[C@@H](C)O2,1.6,-6
COc1ccc(CN(C)C[C@H]2Oc3ccc(NC(=O)Cc4cn(C)c5ccccc45)cc3C(=O)N([C@H](C)CO)C[C@H]2C)cc1,-29,-13
CNC(=O)CN(c1cc(Cl)c(Cl)cc1Cl)S(C)(=O)=O,0.4,-5
COc1ccc(NC(=O)N(C)C[C@H]2Oc3c(NC(=O)NC4CCCCC4)cccc3C(=O)N([C@@H](C)CO)C[C@H]2C)cc1,.,-7
Cc1cccc(OCC(=O)Nc2ccc(Cl)c(-c3nc4ccccc4o3)c2)c1,0.2,9
CCN(CC)S(=O)(=O)c1ccc(OC)c(NC(=O)c2cccnc2)c1,-0.8,12
C[C@@H]1CCCCO[C@@H](CN(C)S(C)(=O)=O)[C@@H](C)CN([C@@H](C)CO)C(=O)c2cc(NC(=O)c3ccccc3)ccc2O1,.,7
COc1cc(-c2cc(=O)c3c(O)c(OC)c(OC)c(OC)c3o2)cc(OC)c1OC,-0.1,-20
O=C(C[C@@H]1CC[C@@H](NC(=O)c2ccccn2)[C@@H](CO)O1)NCc1cc(F)cc(F)c1,0.6,2
C[C@@H]1CN([C@H](C)CO)C(=O)Cc2cc(NC(=O)Nc3ccc4c(c3)OCO4)ccc2O[C@H]1CN(C)C(=O)Nc1ccc(C(F)(F)F)cc1,-0.2,.
COc1ccc(NC(=O)Nc2ccc3c(c2)C(=O)N([C@H](C)CO)C[C@H](C)[C@H](CN(C)Cc2ccc(Cl)c(Cl)c2)O3)cc1,3.2,.
COc1ccc(NC(=O)Nc2ccc3c(c2)C(=O)N([C@@H](C)CO)C[C@H](C)[C@@H](CN(C)Cc2ccncc2)O3)cc1,-4.9,5
C[C@H]1CN([C@@H](C)CO)S(=O)(=O)c2ccc(C#CC3CC3)cc2O[C@H]1CN(C)C(=O)C1CCC1,2.5,-8
COc1ccc(C)cc1NC(=O)CN(c1cccc2ccccc12)S(C)(=O)=O,-0.4,1
CO[C@H]1CN(C)C(=O)c2ccc(NS(C)(=O)=O)cc2OC[C@H](C)N(C(=O)CN(C)C)C[C@@H]1C,0.0,3
COc1ccc(Cl)cc1NC(=O)CSc1nc2ccc(NC(=O)c3ccc(C)cc3)cc2s1,0.0,-13
C[C@@H]1CN([C@@H](C)CO)C(=O)c2cc(NC(=O)C3CCCCC3)ccc2O[C@@H]1CN(C)C(=O)Nc1ccc2c(c1)OCO2,0.2,-12
Cc1ccc(S(=O)(=O)Nc2ccc3c(c2)CC(=O)N([C@H](C)CO)C[C@H](C)[C@@H](CN(C)S(=O)(=O)c2ccc(C)cc2)O3)cc1,-0.2,.
O=C(Nc1ccc2c(c1)OCO2)N[C@H]1CC[C@@H](CCNC(=O)C2CCOCC2)O[C@H]1CO,-0.3,-2
O=C(C[C@H]1C[C@H]2c3cc(NC(=O)Cc4ccncc4)ccc3O[C@H]2[C@@H](CO)O1)NCc1ccc(-c2ccccc2)cc1,-0.2,-20
CO[C@@H]1CN(C)C(=O)c2ccc(NS(=O)(=O)c3cn(C)cn3)cc2OC[C@@H](C)N(CCC(F)(F)F)C[C@@H]1C,0.4,-2
Cc1c(CCC(=O)O)c(=O)oc2cc(OCc3ccccc3F)ccc12,7.7,-7
Cc1noc(C)c1S(=O)(=O)N(C)C[C@H]1Oc2ccc(NC(=O)CCCN(C)C)cc2CC(=O)N([C@H](C)CO)C[C@@H]1C,-0.4,.
COC(=O)/C(=C1\OC(=O)C(c2ccccc2)C1=O)c1ccccc1 (stereo not given),-0.3,.
C[C@@H]1CCCCO[C@@H](CN(C)Cc2ccccc2)[C@H](C)CN([C@@H](C)CO)C(=O)c2cc(NS(=O)(=O)c3cn(C)cn3)ccc2O1,5.9,.
O=C(N[C@@H]1C=C[C@@H](CC(=O)N2CCCCC2)O[C@@H]1CO)c1ccccn1,0.1,1
C#CCNC(=O)C1=C[C@H](C)[C@@H](CCCO)[C@H](OCC)O1,.,7
CS(=O)(=O)N(CC(=O)Nc1ccc(F)cc1F)c1ccc(Cl)cc1,0.3,2
CCCNC(=O)N[C@H]1CC[C@H](CCn2cc(-c3cccc(F)c3)nn2)O[C@H]1CO,0.1,14
CC(=O)C(Sc1nc(N(C)C)nc(N(C)C)n1)C(=O)Nc1ccccc1 (stereo not given),0.0,42
